# GAA glycogen: alters human alpha-glucosidase cleavage of glycogen. recombinant GAA, glycogen substrate, Amplex Red glucose oxidase fluorescence. Potency, µM (doses to about 76.4 µM), without a hit: at the highest dose activity change, negative = inhibition, hits mostly inhibitors. 300,000 tested, 0.38% active. AID 2100; active means well fitted inhibition curve with a large enough effect; inconclusive means small, poorly fitted or top-dose-only effect, or another doubt; inactive means no such curve, though single readings can be large or run the other way;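 further: 0% = full enzyme reaction and -100% = no-enzyme basal signal; the screen sought inhibitors and activators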
#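 Natural-substrate format: glycogen cleavage by 4 nM human enzyme, glucose read by Amplex Red coupling (Ex 573, Em 610 nm). Normalized to enzyme and no-enzyme controls.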
# * marks the source's active call; other numbers are inactive results; ? = inconclusive; [ ] = dose if it differs, or a comment. Potency means the concentration at half of the fitted maximal effect. This is a subset; count on the stated rates, not on these rows.
SMILES,GAA glycogen
O=C(NCc1ccccc1)c1nnc(CS(=O)(=O)c2ccccc2)o1,21%[76.3 µM]
O=C(CN1CCN(C(=O)c2ccccc2)CC1)Nc1ccc(Cl)cc1F,0%[76.3 µM]
CCOc1ccc(/C=C/C(=O)Nc2ccc3nc(N(CC)CC)cc(C)c3c2)cc1OC,9%[76.3 µM]
CCOC(=O)c1c(-c2ccccc2)oc2ccc(NS(=O)(=O)c3ccccc3)cc12,-21%[76.3 µM]
CCCCN1C(=O)c2[nH]nc(-c3ccccc3O)c2C1c1ccc(C(C)(C)C)cc1 (stereo not given),8%[76.3 µM]
O=C(CSc1ncccn1)Nc1cccc2ccccc12,-8%
O=C(NCCOCCn1c(=O)oc2ccccc21)Nc1ccc(F)cc1F,21%[76.3 µM]
c1ccc(-c2cccc(-c3ccccc3)n2)cc1,5%
CCc1nnc(NC(=O)CN2CCN(Cc3ccc(F)cc3)CC2)s1,4%[76.3 µM]
COc1ccccc1N(C)S(=O)(=O)c1ccc(C(=O)NCCc2ccc(F)cc2)cc1,-5%
Cc1ccc(C)c(NC(=O)c2cc(-c3cc(C)c(C)cc3O)n[nH]2)c1,-12%
COc1ccc(CCn2c(=O)c3cccnc3n(CC(=O)Nc3c(C)cc(C)cc3C)c2=O)cc1OC,-17%[76.3 µM]
Cc1cc(C)c(C)c(S(=O)(=O)N2CCSCC2)c1C,2%[76.3 µM]
O=[N+]([O-])c1ccccc1/C=N/N1CCN(Cc2ccccc2)CC1,?
COc1ccc(CN2CCNC(=O)C2CC(=O)N(C)Cc2cc(C)no2)cc1OC (stereo not given),-2%[76.3 µM]
O=C(CCNS(=O)(=O)c1ccccc1)N1CCCCCC1,4%[76.3 µM]
O=C(COc1ccccc1Cl)NCCNC(=O)c1ccncc1,2%
CS(=O)(=O)N1CCN(c2ccc(NC(=O)c3cc4ccccc4o3)cc2)CC1,-3%[76.3 µM]
COCCCNC(=O)c1ccc(Cn2c(=O)c3ccccc3n(Cc3c(C)cc(C)cc3C)c2=O)cc1,1%[76.3 µM]
COc1ccc(CNCc2cc3c(cc2[N+](=O)[O-])OCO3)cc1,2%

# (list continues)
SMILES,GAA glycogen
Cc1ccccc1C(=O)Nc1ccc2c(c1)nc(CCNC(=O)c1ccco1)n2C,-5%[76.3 µM]
CCCCOc1ccc(C2C(C(=O)c3ccc(C)o3)=C(O)C(=O)N2Cc2ccco2)cc1 (stereo not given),-13%[76.3 µM]
COc1ccc(OC)c(CNC(=O)C2CCC(=O)N(CCCN3CCCC3=O)C2)c1 (stereo not given),7%[76.3 µM]
Nc1ccc2oc(Cc3ccc(Cl)cc3)nc2c1,-20%[76.3 µM]
CC(=O)Nc1ccc(S(=O)(=O)N2CCN=C2SCc2ccccc2C)cc1,-18%[76.3 µM]
COC(=O)c1ccc(Cl)cc1NC(=O)NCc1c(-n2cccc2)sc2c1CCCC2,-5%[76.3 µM]
CSCCC(NS(=O)(=O)c1ccc(C)cc1)C(=O)N1CCCC1 (stereo not given),-5%
O=C(Nc1cccc(C(=O)N2CCOCC2)c1)c1ccccc1Br,0%[76.3 µM]
Cc1nc2nc(NCc3ccccc3Cl)[nH]n2c(=O)c1Cc1ccccc1,-3%[76.3 µM]
N#CCc1nn2c(-c3ccccc3)ccnc2c1C#N,0%
COc1ccc(N2CCN(C(=O)c3cn(CC(C)C)c(=O)c4c3c3ccccc3n4C)CC2)cc1,4%[76.3 µM]
CCC(Cc1ccccc1)NC(=O)c1cccc(Nc2nc3ccccc3nc2-n2nc(C)cc2C)c1 (stereo not given),0%[76.3 µM]
CCOc1ccc2nc(N3CCCC(C(=O)Nc4cc(C)ccc4C)C3)sc2c1 (stereo not given),-5%[76.3 µM]
Cn1cnc2c1c(=O)n(Cc1cccc(F)c1)c(=O)n2C,-2%[76.3 µM]
CC1CCC(NC(=O)C2(C)Cc3ccccc3C(=O)N2Cc2ccc(Cl)cc2)CC1 (stereo not given),-6%[76.3 µM]
CC(OC(=O)c1ccccc1NCCO)C(=O)NCC(=O)Nc1ccc(F)c(F)c1F (stereo not given),-4%[76.3 µM]
Cc1cc(C)c2cc(CN(CCCO)S(=O)(=O)c3ccccc3F)c(=O)[nH]c2c1,1%[76.3 µM]
Cc1ccc(NC(=S)NCCc2ccc(Cl)cc2)c(C)c1,16%[76.3 µM]
CC(=O)c1cccc(NC(=O)CN(c2cc(C)cc(C)c2)S(=O)(=O)c2c(C)noc2C)c1,7%[76.3 µM]
N#Cc1ccc(S(=O)(=O)N2CCC(Oc3cccc(C(F)(F)F)c3)CC2)cc1,-19%[76.3 µM]

# More compounds follow.
SMILES,GAA glycogen
O=C(NCc1ccc(F)cc1)N1CCN(S(=O)(=O)c2ccccc2F)CC1,-17%
CC1CCCN(S(=O)(=O)c2cc3c4c(c2)C(C)C(=O)N4CCC3)C1 (stereo not given),-6%[76.3 µM]
Cc1ccc(NC(=O)C2CCCN(c3nnc(-n4c(C)ccc4C)s3)C2)cc1Cl (stereo not given),-3%[76.3 µM]
CC(=O)Nc1ccc(S(=O)(=O)NCCC(=O)NCC2COc3ccccc3O2)cc1 (stereo not given),-3%[76.3 µM]
COc1ccc(OC)c(S(=O)(=O)NC2CC2)c1,2%
COCCCNC(=S)Nc1ccc(S(=O)(=O)Nc2cc(OC)nc(OC)n2)cc1,2%[76.3 µM]
O=C(NNC(=O)c1cccs1)c1cccc(F)c1,1%
COc1ccc(OC)c(-c2csc(NC(=O)c3ccc(F)cc3)n2)c1,-11%[76.3 µM]
CCc1ccc(NC(=O)COC(=O)c2cccs2)cc1,2%
Cc1cccc(N2CCN(C(=O)CCCCn3c(=O)[nH]c4ccsc4c3=O)CC2)c1C,10%[76.3 µM]
CC(C)c1ccc(NC(=O)CCS(=O)(=O)c2ccc(Br)s2)cc1,-6%[76.3 µM]
Cc1nc2ccc(C(=O)Nc3ccc4nc[nH]c4c3)cc2[nH]1,-8%[76.3 µM]
Cc1cccc(C(=O)NCCC(=O)Nc2ccc(C#N)cc2)c1,-11%
CCCNC(=O)c1nn2c(C(F)(F)F)cc(-c3ccccc3)nc2c1Br,-7%[76.3 µM]
O=C(CNC1CCCCC1)Nc1ccc(Cl)cc1,19%[76.3 µM]
COc1ccc(-n2nc(C(=O)NCC(=O)N3CCCC3)c3ccccc3c2=O)c(OC)c1,8%
S=C(NCCCN1CCOCC1)N1CCN(c2cccc(Cl)c2)CC1,-3%
Cn1c(N)c(S(=O)(=O)N2CCCC2)c(=O)n(C)c1=O,-2%[76.3 µM]
CC1CCc2c(sc(NC(=O)C3c4ccccc4Oc4ccccc43)c2C#N)C1 (stereo not given),0%[76.3 µM]
Cc1ccccc1OCCCC(=O)Nc1ccc(S(=O)(=O)Nc2onc(C)c2C)cc1,2%

# The final 4 compounds of the section above open the next one:
SMILES,GAA glycogen
S=C(NCCCN1CCOCC1)N1CCN(c2cccc(Cl)c2)CC1,-3%
Cn1c(N)c(S(=O)(=O)N2CCCC2)c(=O)n(C)c1=O,-2%[76.3 µM]
CC1CCc2c(sc(NC(=O)C3c4ccccc4Oc4ccccc43)c2C#N)C1 (stereo not given),0%[76.3 µM]
Cc1ccccc1OCCCC(=O)Nc1ccc(S(=O)(=O)Nc2onc(C)c2C)cc1,2%
CN(CC(=O)Nc1ccccc1Cl)C(=O)C1CCN(C(=O)c2ccc(Cl)cc2)CC1,3%[76.3 µM]
CCc1nn(CC(=O)Nc2ccc(C)c(F)c2)c(=O)c2cc3cc(C)ccc3n12,0%[76.3 µM]
Cc1oc(C)c2c(=O)cc(-c3ccc4c(c3)OCO4)cc(OC(=O)c3ccccc3Cl)c12,-5%[76.3 µM]
CC(C)C(NC(=O)C(C)N1C(=O)c2ccccc2C1=O)c1ccccc1 (stereo not given),5%
Cc1ccc(C2=NC(c3ccc(F)cc3)=Nc3ccc(C)cc3N2)cc1,-5%[76.3 µM]
CCc1ccc(NC(=O)CCCc2nnc3n(CCCOC)c(=O)c4sccc4n23)cc1,12%[76.3 µM]
CC(=O)Nc1ccc(NC(=O)c2cc(-c3cc(C)cc(C)c3O)n[nH]2)cc1,0%
O=C(CCCc1ccccc1)NCCc1ccccc1,-1%[76.3 µM]
C=C(C)COc1ccc(-c2nc(N)ncc2-c2ccc(Br)cc2)c(O)c1,-1%
Cc1ccccc1NC(=O)Cn1nnc(C(=O)NCc2cccs2)c1N,18%[76.3 µM]
Cc1ccc(S(=O)(=O)N2CCC(C(=O)NCC3CC3)CC2)cc1,2%
CC1(C(=O)N2CCN(C(=O)c3ccco3)CC2)CC1(Br)Br (stereo not given),2%[76.3 µM]
COc1ccc(NS(=O)(=O)c2ccc3c(c2)oc(=O)n3C)cc1Cl,1%
COc1ccc(OC)c(/C=C2\SC(N3CCCCC3)=NC2=O)c1,-3%
CC(=O)Oc1ccc2c(c1)C(=O)c1ccccc1C2=O,-1%
CCNC(=S)N1CCN(c2nc(-c3cccc(OC)c3)cs2)CC1,-4%[76.3 µM]
COc1cccc(Oc2cc(Cl)nc(N)n2)c1,4%[76.3 µM]
CCN(CC)CCN(C(=O)Cn1nnc(-c2ccc(C)o2)n1)C(C(=O)NC1CCCC1)c1ccc(F)cc1 (stereo not given),-4%[76.3 µM]
O=C(Nc1ccc(N2CCOCC2)cc1)c1cc(-n2cnnc2)ccc1Cl,-6%[76.3 µM]
NC(=O)c1ccc[n+](Cc2ccc(-c3ccccc3)cc2)c1,4%

# (more compounds)
SMILES,GAA glycogen
N#Cc1ccsc1NC(=O)CCS(=O)(=O)c1ccccc1,-1%[76.3 µM]
COc1ccc(OC)c(NC(=O)C(Cc2ccccc2)NS(=O)(=O)c2ccc3c(c2)CCC(=O)N3)c1 (stereo not given),15%[76.3 µM]
Cc1ccc(S(=O)(=O)N2CCCCC2)cc1C(=O)NCc1ccccn1,-2%
CCOc1ccc(C2NC(=O)c3ccccc3O2)cc1OC (stereo not given),2%[76.3 µM]
CC(=O)N1CCN(C(=O)CSc2cc(C)c(Br)cc2C)CC1,7%[76.3 µM]
COCCc1ncc(CN2CCC(C(=O)Nc3ccc(-n4cccn4)cc3)CC2)cn1,-6%[76.3 µM]
C=COc1ccc(N2C(=O)c3ccccc3OC2C)cc1 (stereo not given),17%[76.3 µM]
CCCCn1c(N)c(N(CCC(C)C)C(=O)C2CC(=O)N(c3ccc4c(c3)OCCO4)C2)c(=O)[nH]c1=O (stereo not given),-9%[76.3 µM]
CCc1cccc(NS(=O)(=O)c2ccc3c(c2)n(C)c(=O)n3C)c1,6%
O=C(c1cccc(C(F)(F)F)c1)C1CCCN(C(=O)/C=C/c2cnc[nH]2)C1 (stereo not given),-13%[76.3 µM]
O=C(Nc1cccc(Cl)c1)c1cnccn1,12%[76.3 µM]
Cc1ccc(NC(=O)CCN2C(=O)c3ccccc3C2=O)cc1,-9%[76.3 µM]
CCc1ccc(OCC(=O)NNC(=S)NC(=O)C2CC2)c(Br)c1,1%[76.3 µM]
CNS(=O)(=O)c1cn(CC(=O)NCc2ccc(OC)cc2)cc1S(=O)(=O)NC,-2%
COc1ccccc1NC(=O)Cn1c(=O)n(-c2cccc(Cl)c2)c(=O)c2c1c1cc(C)ccc1n2C,-4%[76.3 µM]
Cc1ccc(Cn2c(C(=O)O)c(CNCc3ccccc3Cl)c3ccc(C)cc32)cc1,-7%[76.3 µM]
Clc1ccc(-c2nc3ccccn3c2Nc2ccc3c(c2)OCCO3)s1,10µM*
CCc1nnc(SCC(=O)Nc2cc(Cl)c(OC)cc2OC)c2cc3oc(C)cc3n12,-9%[76.3 µM]
C=CCNc1nc(N)c([N+](=O)[O-])c(NCc2ccccc2)n1,-7%
CCN(CC)S(=O)(=O)c1ccc(O)c(NC(=O)c2cc(-c3cc(OC)c(OC)c(OC)c3)nc3ccccc23)c1,9%

# Later entries:
SMILES,GAA glycogen
Cc1cccc(-c2noc(-c3ccc(NCc4ccco4)c([N+](=O)[O-])c3)n2)c1,17%[76.3 µM]
Cn1c(O)c(N=NC(=O)CNC(=O)c2ccccc2)c2cc(Br)ccc21,0%
C=C(C)CSc1nc(-c2ccccc2)cc(-c2ccc(OC)cc2)c1C#N,1%[76.3 µM]
Cc1noc(/C=C/N(C)C)c1S(=O)(=O)N1CCC(C(=O)NC(C)(C)C)CC1,-5%[76.3 µM]
CCOc1ccc(C(=O)Nc2nnc(SCC(=O)NCC3CCCO3)s2)cc1 (stereo not given),-2%[76.3 µM]
CCOc1ccccc1NC(=O)C(=O)CC(=O)c1cccc(OC)c1,9%
CCSc1ncc(Cl)c(C(=O)Nc2sc3c(c2C(=O)NC)CCCC3)n1,-6%[76.3 µM]
CN1CCN(C(=O)c2ccc(Cl)cc2)CC1,3%[76.3 µM]
Cc1cc(C(=O)Nc2cccc(NC(=O)c3ccco3)c2)ccc1[N+](=O)[O-],-6%[76.3 µM]
O=C1/C(=C\c2ccc(O)cc2)SC(=S)N1Cc1ccccc1,7%[76.3 µM]
CCOc1ccc(N(CC(=O)N2CCOCC2)S(=O)(=O)c2ccc(SC)cc2)cc1,-2%[76.3 µM]
Cc1cccc(OCCn2nnc3ccccc32)c1C,-4%[76.3 µM]
Brc1cccc(OCCN2CCOCC2)c1,11%[76.3 µM]
O=S(=O)(Nc1cccc(Br)c1)c1cccc2nsnc12,3%[76.3 µM]
Cc1ccc(N2CCN(C(=O)c3ccc(Nc4nc5ccccc5n5nnnc45)cc3)CC2)c(C)c1,8%[76.3 µM]

# Source: PubChem BioAssay (National Center for Advancing Translational Sciences (NCATS))
